Assay outcomes deposited in PubChem by National Center for Advancing Translational Sciences (NCATS).
GLA spleen mod: alpha-galactosidase A (human) modulation; P06280; human spleen homogenate, 4MU-alpha-Gal fluorescence, 40 min; Potency, µM (top dose mostly 80 µM), for the others: at the highest dose activity change, negative = inhibition, usual class: inhibitors; actives 0.008% (n = 240,000); AID 2107;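 also: potency is read from the fitted curve at half-maximal effect; 0% = enzyme with vehicle and -100% = no enzyme basal signal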
Target sequence (P06280 32-429 limits assumed): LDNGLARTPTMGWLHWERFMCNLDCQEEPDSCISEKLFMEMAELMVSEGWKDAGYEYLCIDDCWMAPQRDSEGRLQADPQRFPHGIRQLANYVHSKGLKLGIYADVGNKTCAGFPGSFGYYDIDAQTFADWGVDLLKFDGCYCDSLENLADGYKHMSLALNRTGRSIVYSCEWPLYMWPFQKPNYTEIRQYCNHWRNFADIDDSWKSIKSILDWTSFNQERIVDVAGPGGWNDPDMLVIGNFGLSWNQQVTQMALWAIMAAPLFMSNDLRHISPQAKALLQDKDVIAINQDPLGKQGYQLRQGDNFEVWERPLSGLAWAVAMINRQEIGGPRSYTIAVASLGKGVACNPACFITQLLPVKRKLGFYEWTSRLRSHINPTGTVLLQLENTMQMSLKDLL
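Spleen homogenate 1 ug + cpd (titration) + 4-MU-alpha-D-galactopyranoside 1 mM; 37C 40 min; 50 mM citrate/phosphate pH 5.0, 0.01% Tween-20; stop pH 10; fluorescence 365/440; AC50 via Hill.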
TexasRed fluor: alters Texas Red total fluorescence, flagging assay interference; actives 0.29% (n = 280,000); TRb/SRC2 Texas Red total fluorescence interference; Potency, µM (titrated, usually from 106 µM), inactives show at the highest dose fluorescence change, negative = quenching; AID 1479; active = well fitted curve in either direction with a large enough effect; inconclusive = small, poorly fitted or top-dose-only effect; also: potency is read from the fitted curve at half-maximal effect; % is scaled to controls: 0 for no effect and ±100 for the full control effect
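Human TRβ ligand-binding domain (0.6 uM) and Texas Red SRC2 peptide (20 nM) in Tris buffer with 1 uM T3 and 5% DMSO were incubated with pinned compound for 5 hr at ambient temperature. Total fluorescence was computed as S + 2P (555/632 nm).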
Tau fluor cs: counter-screen for tau fibril formation inhibitors | tau K18 P301L (four-repeat tau fragment) Alexa594 fluorescence, heparin fibrillization | Potency, µM (titrated, usually from 57.7 µM), for the others: at the top dose activity change, negative = decrease | actives 0.93% (n = 280,000) | AID 1463; also: potency is read from the fitted curve at half-maximal effect; % is scaled to controls: 0 for no effect and ±100 for the full control effect; nearly all actives have a fitted effect of over 55% in size
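Human K18 P301L tau (15 uM unlabeled plus 0.24 uM Alexa 594-labeled, final) in 100 mM sodium acetate pH 7 was mixed with compound and 20 uM heparin and incubated 6 hr at 37 C.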
Epigenetic reg: regulators of epigenetic silencing causing reporter derepression in mouse cells | murine LDR cells, GFP reporter derepression, 30 h | Potency, µM (series often up to 53.9 µM), for inactives: at the highest dose GFP activation, hits mostly activators | actives 0.2% (n = 280,000) | AID 1865; also: potency is read from the fitted curve at half-maximal effect; % of control where 0% means no effect; nearly all actives have a fitted effect of over 60% in size
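GFP-positive cell count by laser-scanning cytometry (objects 20–120 um) after 30 h, 37 C compound exposure of murine LDR cells; reporter is CMV-GFP integrated at a silenced locus, inducible by HDAC or DNMT inhibitors.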
TRb SRC2 PPI: TRbeta-SRC2 interaction inhibition. P10828. TRbeta-SRC2 peptide binding, fluorescence polarization; receptor liganded with 1 µM T3. Potency, µM (highest dose often 106 µM), inactives show top-dose activity change, negative = inhibition, actives largely listed as inhibitors. actives 0.065% (n = 280,000). AID 1469;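 also: potency is read from the fitted curve at half-maximal effect; plate controls were bound peptide for no effect and peptide without receptor for full effect; nearly all actives have a fitted effect of over 50% in size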
Target sequence (P10828 whole entry, looked up): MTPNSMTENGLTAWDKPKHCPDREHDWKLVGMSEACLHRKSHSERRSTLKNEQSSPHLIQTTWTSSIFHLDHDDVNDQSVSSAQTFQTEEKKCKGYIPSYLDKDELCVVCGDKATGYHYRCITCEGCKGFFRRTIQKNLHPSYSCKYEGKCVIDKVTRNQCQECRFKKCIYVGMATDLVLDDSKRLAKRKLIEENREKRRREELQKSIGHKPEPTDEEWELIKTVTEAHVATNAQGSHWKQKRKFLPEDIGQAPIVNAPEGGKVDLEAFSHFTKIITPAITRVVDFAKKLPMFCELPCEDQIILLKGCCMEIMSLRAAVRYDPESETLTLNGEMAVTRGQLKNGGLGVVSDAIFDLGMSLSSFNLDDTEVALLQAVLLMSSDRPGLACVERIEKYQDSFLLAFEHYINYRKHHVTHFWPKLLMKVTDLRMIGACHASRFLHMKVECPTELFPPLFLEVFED
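Quantitative HTS by FP: 0.6 uM TRb LBD, 20 nM labeled SRC2 20-mer, 1 uM T3, 5% DMSO; 5 hr ambient incubation; % activity per concentration and potencies from concentration series.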
NPSR antag: neuropeptide S receptor (human) antagonism, cAMP | CHO-NPSR cells, cAMP TR-FRET, antagonist mode | Q6W5P4 | Potency, µM (top dose mostly 38.3 µM), inactives show at the top dose activity change, negative = inhibition, most hits filed as inhibitors | actives 1% (n = 220,000); also: potency is read from the fitted curve at half-maximal effect; % is scaled to controls: 0 for no effect and ±100 for the full control effect; nearly all actives have a fitted effect of over 50% in size; many of its hits are not listed in these tables
CBFb RUNX1 block: blocks binding between human CBF-beta and RUNX1 | 230,000 tested, under 10 active | AlphaScreen CBFb-His/RUNX1-biotin binding, biochemical | AID 1477 | Potency, µM (top dose mostly 59.8 µM), inactives show at the top dose activity, negative = inhibition, usual class: inhibitors | Q01196+Q13951; also: % of control where 0% means no effect
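His-tagged CBF-beta and biotinylated RUNX1 (30 nM each) were premixed 20 min at room temperature, exposed to compound for 15 min, then given nickel-chelate and streptavidin AlphaScreen beads (50 ng each). After 90 min, AlphaScreen signal was read.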
Tau FP inhib: inhibitors of human tau fibril formation | K18 P301L tau heparin fibrillization, Alexa594 FP, 6 h | actives 0.39% (n = 280,000) | AID 1468 | P10636 | Potency, µM (top dose mostly 57.7 µM), for inactives: at the highest dose activity, negative = inhibition, hits mostly inhibitors; also: potency is read from the fitted curve at half-maximal effect; % is scaled to controls: 0 for no effect and ±100 for the full control effect; nearly all actives have a fitted effect of over 55% in size
Target sequence (P10636 561-689 P618L limits assumed): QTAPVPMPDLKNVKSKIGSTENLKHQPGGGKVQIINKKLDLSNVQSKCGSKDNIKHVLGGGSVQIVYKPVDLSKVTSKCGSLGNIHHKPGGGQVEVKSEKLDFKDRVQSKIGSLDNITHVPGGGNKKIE
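Quantitative HTS format: compounds meet 15 uM recombinant K18 P301L tau and Alexa 594-tau tracer in 100 mM sodium acetate pH 7; 20 uM heparin triggers fibrillization at 37 C over 6 hr; FP gives the signal.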
* hit, by the source's call; ? = inconclusive; · = no result given; & = joins results of further samples; [ ] = remark or other dose. Unless noted, calls follow the shape of the dose curve; as a rule, active = well fitted curve in the direction sought with a large enough effect; inconclusive = small, poorly fitted or top-dose-only effect, or another doubt; inactive = no such curve, though single readings can be large; an effect the other way counts as inactive or inconclusive. These rows are one share of the data; rates above refer to the full screens.

| item | Compound | GLA spleen mod | TexasRed fluor | Tau fluor cs | Epigenetic reg | TRb SRC2 PPI | NPSR antag | CBFb RUNX1 block | Tau FP inhib |
| --- | --- | --- | --- | --- | --- | --- | --- | --- | --- |
| 1 | CC(=O)c1ccc(OCCOc2ccc(C#N)cc2)cc1 | 2% | -9% | -21% | -0.7% | 4% | 6% | 8% | -1% |
| 2 | CNc1ncc(C(=O)c2ccc(-c3ccccc3)cc2)s1 | 7% | -2% | -7% | 0.3% | 4% | -10% | 3% | ? |
| 3 | CCC(=O)Nc1ccc2c(c1)C(=O)N(C)C2=O | 1% | 1% | -9% | -1.3% | -10% | -2%[46.1 µM] | -2% | 1% |
| 4 | CC(Nc1cccc2ccccc12)C(=O)N/N=C/c1ccccn1 (stereo not given) | -6% | -4% | -21% | 0.1% | -2% | -10%[46.1 µM] | -11% | 17% |
| 5 | Cc1ccccc1CCNC(=O)c1ccc2c(c1)nc1n2CCC(C)C1 (stereo not given) | · | -2% | -8% | -0.1% | 4% | · | · | ? |
| 6 | O=C1N=C2SCCN2/C1=C\c1c(Cl)cccc1Cl | -6% | -2% | 0% | -0.8% | -9% | -16%[46.1 µM] | -2% | -10% |
| 7 | Cc1ccc(C(=O)N(CC(=O)Nc2ccc(Cl)c(Cl)c2)Cc2ccco2)cc1 | 7% | 3% | -3% | 0.0% | 2% | -17% | 3% | 3% |
| 8 | CC(OCC(O)CN(C)CCOc1ccccc1)c1ccc(Cl)cc1 (stereo not given) | 5% | -2% | 1% | 0.2% | -10% | -3%[46.1 µM] | 11% | 3% |
| 9 | CN(C)c1nc(NCc2ccccc2)nc(Oc2ccc(=O)[nH]n2)n1 | 8% | 0% | -13% | 0.9% | -5% | -6%[46.1 µM] | -14% | -7% |
| 10 | CC1(C)CC2CC(C)(CN2S(=O)(=O)c2cccc(N)c2)C1 (stereo not given) | 4% | 0% | -17% | 3.5% | 11% | 0%[46.1 µM] | 5% | -3% |
| 11 | Cn1ncc(N=Cc2ccc([N+](=O)[O-])cc2)c1C(=O)Nc1ccccc1 | 3% | -4% | -20% | -0.3% | -4% | -16% | -6% | -12% |
| 12 | Cc1ccc(CNC(=O)Cn2cc(S(=O)(=O)Cc3ccccc3F)c3ccccc32)cc1 | · | 10% | ? | -1.2% | 11% | · | · | -6% |
| 13 | COc1cc(C2c3c(-c4cc(C)ccc4O)n[nH]c3C(=O)N2CCCO)ccc1OCCC(C)C (stereo not given) | · | -2% | ? | -1.9% | -1% | · | · | 13% |
| 14 | CCOC(=O)c1nc(Nc2ccc(C(=O)OC)cc2)c2ccccc2n1 | 17% | -3%&-8% | ? | -0.9%&-4.1% | 5%&-8% | -19%[46.1 µM] | -3% | ? |
| 15 | Cc1ccc(C(=O)Nc2ccc3nc(N4CCCCC4)cc(C)c3c2)cc1F | · | 1% | 4% | 1.3% | 2% | · | · | 1% |
| 16 | Brc1ccc(-c2ncc3ccccn23)cc1 | -4% | -1% | -11% | 5.8% | -5% | -46% | 3% | -1% |
| 17 | CN(CCc1ccccn1)C(=O)c1nn2c(C(F)(F)F)cc(-c3ccco3)nc2c1Cl | 10% | -18% | -6% | -4.3% | -16% | -18%[46.1 µM] | 5% | 0% |
| 18 | CCC(C)C(NC(=O)c1ccc(Cl)cc1)C(=O)Nc1cccnc1 (stereo not given) | -4% | 1% | -2% | -2.6% | 0% | 5% | 5% | -2% |
| 19 | COc1ccc(COc2cc(-c3cccc(OC)c3)nc3ccc(N)cc23)cc1 | -1%[119 µM] | -5%&2% | 13µM*[quencher] | 6.2%&7.7% | 4%&3% | -4% | -1%[89.1 µM] | ? |
| 20 | Clc1ccc(CN2CCN(/N=C/c3ccco3)CC2)cc1 | 5% | -1% | -10% | -1.8% | -7% | 17% | -3% | 1% |
| 21 | CC(C)N(CC#CCC(O)(c1ccccc1)c1ccccc1)CCO | -3% | 0%[53 µM] | -12% | -3.0% | 3%[53 µM] | -13% | 4% | -5% |
| 22 | CC1=CC(=Nc2c(C)n(C)n(-c3ccccc3)c2=O)C=CC1=O | 9% | 28% | ? | 13% | ? | -59% | -27% | 10µM* |
| 23 | CCCCn1nc2cc(C(=O)NCc3ccc4c(c3)OCO4)ccc2c1OCC | 2% | 2% | -18% | -0.6% | -4% | -11%[46.1 µM] | 5% | 10% |
| 24 | O=C(COc1ccccc1)NCCc1csc(-c2ccc(Cl)cc2)n1 | · | -1% | -6% | 1.7% | 6% | · | · | 4% |
| 25 | Cc1cccc(C(=O)N2CCC(=O)N(C(COCc3cccc(C(F)(F)F)c3)Cc3ccccc3)CC2)c1 (stereo not given) | 5% | -1% | -17% | 1.0% | 8% | -45% | 3%[2.36 µM] | 4% |
| 26 | CCc1nc(SC)ncc1C(=O)NCc1cccc(Br)c1 | · | 12% | -13% | -1.2% | 13% | · | · | 1% |
| 27 | CC(C)(C)c1ccc(NS(=O)(=O)c2ccc(N)cc2)cc1 | -1% | -2% | ? | 4.7% | 6% | 25% | 11% | 14% |
| 28 | Cn1c(N2CCN(C(=O)Nc3ccc(F)cc3)CC2)nc2ccccc21 | 0% | 0% | -2% | -2.1% | -22% | -14%[46.1 µM] | 7% | -3% |
| 29 | COc1ccc(C(CC(=O)N2CCCC2)c2c(O)cc(OC)cc2OC)cc1 (stereo not given) | -8%&2% | 0%&-3% | -15% | 0.0% | 2%&0% | 8% | -13%&5% | 0% |
| 30 | N#C/C(=C/N1CCOCC1)c1ccccc1 | 12% | 1% | -3% | 0.0% | -8% | -9%[46.1 µM] | 1% | -8% |

Later entries
entry | SMILES | GLA spleen mod | TexasRed fluor | Tau fluor cs | Epigenetic reg | TRb SRC2 PPI | NPSR antag | CBFb RUNX1 block | Tau FP inhib
31 | CCN(c1ccc(C)cc1C)S(=O)(=O)c1nnc(NC(=O)c2ccccc2OC)s1 | · | 3% | -3% | 1.1% | -10% | · | · | 2%
32 | Cc1ccc(C(C(=O)NC2CCCCC2)N(Cc2ccco2)C(=O)Cn2cnc3ccccc32)cc1 (stereo not given) | 0% | 0% | -9% | 0.0% | 11% | -56% | -6% | 4%
33 | N#Cc1nc(-c2ccc(OCc3ccccc3)cc2)oc1NCCCN1CCOCC1 | 7% | -2% | ? | -0.8% | -7% | 15%[46.1 µM] | -16% | ?
34 | O=C(c1cccc(Br)c1)N1CCCC1 | -11% | -4% | -4% | 1.7% | 2% | -2%[46.1 µM] | 5% | 5%
35 | Cc1c(Cl)cccc1NC(=O)CN1CCN(CCN=CC2=C(O)CC(c3ccccc3)CC2=O)CC1 (stereo not given) | -7% | -1% | -2% | 4.7% | -1% | -2% | -8% | 4%
36 | COC(=O)c1ccc(NC(=O)C(=O)N2CCN(C(=S)Nc3cccc(OC)c3)CC2)cc1 | -4% | -10% | -22% | 0.0% | 3% | -9%[46.1 µM] | 3% | -7%
37 | Cc1cc(N2C(=O)C=CC2=O)c([N+](=O)[O-])cc1C | -6% | -10% | -15% | -0.6% | -8% | ? | -14% | ?
38 | CCCN1CCC(=NNc2ccc(S(N)(=O)=O)cc2[N+](=O)[O-])CC1 | -5% | -1% | -20% | -2.6% | -7% | 3% | 0% | 2%
39 | CCn1nc(C)c(CN2CCc3c([nH]c4ccccc34)C2C(C)(C)C)c1C (stereo not given) | 11% | -7% | -14% | -0.1% | -5% | 32% | 1% | 0%
40 | CC(C)CC(NC(=O)CNC(=O)C1O[C@@H]2OC(C)(C)O[C@@H]2[C@H]2OC(C)(C)O[C@@H]12)C(=O)O (stereo not given in full) | -5% | 0% | -9% | -0.6% | -4% | 8% | 1% | 6%
41 | Cc1ccccc1Cn1c(CN2CCC(C(=O)NCCc3ccccc3)CC2)cc2ccccc21 | · | -27% | -19% | -1.3% | -8% | · | · | -3%
42 | O=C(CSc1ncn[nH]1)N(C1CCCCC1)C1CCCCC1 | 7% | -2% | -7% | 1.5% | -17% | -27%[46.1 µM] | -6% | 4%
43 | COCCOC(=O)C1=C(C)NC(=O)NC1c1cn(-c2ccccc2)nc1-c1ccccc1 (stereo not given) | · | -2% | 0% | 0.0% | -4% | · | · | 1%
44 | O=C1NC(c2cccc(Br)c2)=N/C1=C\c1ccco1 | 12% | -1% | 0% | 0.0% | 0% | -17% | 5% | 7%
45 | CCCC12CN3CC(CCC)(CN(C1)C3c1c(C)[nH]c(=O)[nH]c1=O)C2=O (stereo not given) | · | -1% | -6% | 3.3% | 3% | · | · | 0%
46 | CCN1CCN(CCNC(=O)c2ccc(/C=C3/Sc4ccccc4N(Cc4cccc(Cl)c4)C3=O)cc2)CC1 | -9% | -2% | -22% | 2.9% | 2% | -26% | -6% | ?
47 | CCCCOC(=O)c1ccc(NC(=O)C(=O)NCc2ccco2)cc1 | -7% | -3% | 0% | -0.3% | 0% | 12% | -3% | -5%
48 | COc1ccccc1/C=N/NC(=O)CNC(=O)c1ccccc1 | -5% | -1% | 9% | 6.3% | -8% | -17% | -2% | -2%
49 | CCN1CCN(CC(=O)N2N=CCC2c2ccccc2)CC1 (stereo not given) | -3% | 1% | -9% | -1.0% | -2% | 8% | 4% | -7%
50 | COc1ccc(-c2ccc(SCC(=O)Nc3cc(C)on3)nn2)cc1OC | -7% | 2% | -4% | -1.0% | 4% | -6%[46.1 µM] | -3% | -7%
